# Bioassay records (PubChem BioAssay)
# TbPYK inhibitor = inhibitors of Trypanosoma brucei pyruvate kinase; TbPYK enzyme, Kinase-Glo Plus ATP luminescence, 45 min; Q57TT1; 410,000 compounds, 0.12% hits; Potency, µM (top dose mostly 76.8 µM), for inactives: top-dose activity, negative = inhibition, usual class: inhibitors; AID 624173; note: potency is the fitted concentration of half-maximal effect; nearly all actives have a fitted effect of over 50% in size
#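 Enzyme and substrate buffer are dispensed first and compound is pin-transferred. ADP at 130 uM final then starts the reaction, which runs 45 min at room temperature. Detection reagent is added for 10 min before luminescence is imaged.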
# AmpC inh no detg = AmpC beta-lactamase inhibition without detergent; AmpC nitrocefin hydrolysis, absorbance 480 nm, 0.0001% Triton; Potency, µM (top dose mostly 57.1 µM), without a hit: at the top dose activity change, negative = inhibition, hits mostly inhibitors; 330,000 compounds, 0.52% hits; AID 485341;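 note: potency is the fitted concentration of half-maximal effect; plate controls were no compound for no effect and no enzyme for full effect; nearly all actives have a fitted effect of over 20% in size; some results filed as inactive show a strong effect at the top dose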
# Target sequence (P00811 whole entry, looked up): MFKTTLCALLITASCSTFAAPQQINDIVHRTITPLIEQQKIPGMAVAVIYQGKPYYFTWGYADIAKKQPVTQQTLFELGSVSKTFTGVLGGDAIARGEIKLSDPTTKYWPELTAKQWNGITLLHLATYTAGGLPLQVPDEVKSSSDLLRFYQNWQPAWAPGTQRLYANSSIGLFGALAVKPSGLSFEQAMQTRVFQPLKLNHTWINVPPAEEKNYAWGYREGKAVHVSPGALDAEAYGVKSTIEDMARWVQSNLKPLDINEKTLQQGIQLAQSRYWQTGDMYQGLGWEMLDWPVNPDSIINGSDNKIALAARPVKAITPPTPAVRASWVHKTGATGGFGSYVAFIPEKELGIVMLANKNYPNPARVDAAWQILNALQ
#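 AmpC (5.3 nM in the dispensed reagent) in 20 mM phosphate pH 7.0 with 0.01% (detergent screen) or 0.0001% Triton X-100 was preincubated with compounds for 15 min at room temperature. Nitrocefin was then added from an 800 uM solution, and hydrolysis was followed at 480 nm.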
# HCV inhibitor = HCV inhibition. Huh7.5.1 HCVcc-Cre infection, luciferase reporter, 44 h. Potency, µM (doses to about 41.8 µM), for inactives: at the top dose activity change, negative = inhibition, actives largely listed as inhibitors. 340,000 compounds, 3.4% hits; note: potency is the fitted concentration of half-maximal effect
#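 Whole-lifecycle infectious HCVcc-Cre system; cells 1,000/well, compound then virus (~0.5 moi) added 4 h after plating, 44 h culture. Luciferase read 15 sec following 15 min substrate incubation, room temp.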
# AMA1-RON2 inh = disrupts binding of P. falciparum AMA1 to RON2 | AlphaScreen AMA1-biotinylated RON2 peptide binding | Potency, µM (series often up to 58.2 µM), for the others: top-dose activity change, negative = inhibition, actives largely listed as inhibitors | 360,000 compounds, 0.2% hits;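 note: potency is the fitted concentration of half-maximal effect; 0% = vehicle wells and -100% = peptide control; nearly all actives have a fitted effect of over 45% in size; some results filed as inactive show a strong effect at the top dose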
#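 AMA1 (3D7) with his tag at 25 nM final met compounds first, then biotinylated RON2 peptide at 25 nM; detection used donor plus acceptor beads, 10 µg/mL apiece, read by AlphaScreen after 30 min at room temperature.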
# AmpC inh detg = blocks E. coli AmpC beta-lactamase in detergent assay; P00811; AmpC hydrolysis of nitrocefin, absorbance 480 nm, 0.01% Triton; Potency, µM (titrated, usually from 114 µM), for inactives: top-dose activity change, negative = inhibition, usual class: inhibitors; AID 485294; 370,000 compounds, 0.041% hits;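 note: potency is the fitted concentration of half-maximal effect; 0% = no-compound wells and -100% = no-enzyme wells; nearly all actives have a fitted effect of over 25% in size; some results filed as inactive show a strong effect at the top dose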
#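 AmpC (5.3 nM in the dispensed reagent) in 20 mM phosphate pH 7.0 with 0.01% (detergent screen) or 0.0001% Triton X-100 was preincubated with compounds for 15 min at room temperature. Nitrocefin was then added from an 800 uM solution, and hydrolysis was followed at 480 nm.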
# HCMV antiviral = blocks human cytomegalovirus replication; HFF cells, HCMV-luciferase reporter, 72 h; active compounds read low; activity change, negative = inhibition, % at 57.5 µM; 410,000 compounds, 4.5% hits; AID 1259415; in the data active = activity change below about -60%; inconclusive = no clear call, values can overlap the other calls; inactive = above about -39%
#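 Two-dose cell screen: HFF monolayers treated with compounds and infected with luciferase-expressing HCMV at 1 PFU/cell, 72 h at 37C, then lysed for luciferase measurement.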
# LmPK inhibitor = blocks Leishmania mexicana pyruvate kinase activity. 290,000 compounds, 0.37% hits. AID 1721. purified LmPK, Kinase-Glo ATP luminescence, 1 h. Potency, µM (doses to about 57.5 µM), inactives show at the top dose activity change, negative = inhibition, actives largely listed as inhibitors; note: potency is the fitted concentration of half-maximal effect
# Target sequence (Q27686 whole entry, looked up): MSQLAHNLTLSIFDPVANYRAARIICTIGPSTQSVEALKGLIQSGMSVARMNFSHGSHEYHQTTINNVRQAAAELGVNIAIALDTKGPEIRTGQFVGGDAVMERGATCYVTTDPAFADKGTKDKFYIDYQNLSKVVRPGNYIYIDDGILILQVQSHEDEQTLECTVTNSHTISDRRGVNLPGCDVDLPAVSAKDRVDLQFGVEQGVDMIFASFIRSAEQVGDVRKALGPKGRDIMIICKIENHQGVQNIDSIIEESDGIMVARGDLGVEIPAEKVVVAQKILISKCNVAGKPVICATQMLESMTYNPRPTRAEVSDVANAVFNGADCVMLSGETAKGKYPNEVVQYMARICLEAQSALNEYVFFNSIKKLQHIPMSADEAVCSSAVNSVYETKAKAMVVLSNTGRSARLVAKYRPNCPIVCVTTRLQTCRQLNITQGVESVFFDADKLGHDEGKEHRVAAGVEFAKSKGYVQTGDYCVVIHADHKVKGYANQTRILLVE
#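 Kinase-Glo luminescence read after 1 h RT reaction of 0.1 nM LmPK with 0.5 mM PEP and 0.1 mM ADP. Activity scaled between uninhibited and enzyme-free controls.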
# * = called active by the depositor; ? = inconclusive; . = no result given; [ ] = another dose, or the depositor's remark. Unless noted, calls come from the whole dose curve; as a rule, active = well fitted curve in the direction sought with a large enough effect; inconclusive = small, poorly fitted or top-dose-only effect, or another doubt; inactive = no such curve, though single readings can be large; an effect the other way counts as inactive or inconclusive. Unless noted, % is set by controls: 0 for no effect and ±100 for the full control effect. This is a random part of the collection; about 7.5% have a hit in one of these screens.
Structure | TbPYK inhibitor | AmpC inh no detg | HCV inhibitor | AMA1-RON2 inh | AmpC inh detg | HCMV antiviral | LmPK inhibitor
O=C(CN1C(=O)COc2ccccc21)Nc1ccc(F)cc1 | -18% | -21% | -11% | 40%[activator] | -10% | 15 | -3%
COC(=O)[C@H](CC(C)C)N(Cc1ccccc1)S(=O)(=O)N(Cc1ccc(OC)cc1)[C@@H](CC(C)C)C(=O)OC | 2% | -18% | -8%[8.37 µM] | -21% | . | -66* | .
O=C(COC(=O)CNC(=O)c1cccc([N+](=O)[O-])c1)Nc1cccc(S(=O)(=O)N2CCCC2)c1 | -7% | -45% | -2% | 11% | ? | -2 | -5%
CNc1ccc2ncc(-c3cccc(C(=O)N(C)C)c3)n2n1 | -1% | . | . | -5% | . | -75* | .
CC1CCCC(C)N1C(=O)CSc1nc2ccccc2c(=O)[nH]1 (stereo not drawn) | -8% | -16% | 13% | -5% | 2% | 20 | 3%
COC(=O)c1cccc(NC(=O)/C=C/c2cccc([N+](=O)[O-])c2)c1 | -3% | -33% | ? | 5% | -4% | -2 | 6%
CCO/C=C1\C(=O)N(CC)c2ccccc21 | 3% | -18% | -4% | -8% | -1% | ? | 2%
COc1ccc(NC(=O)N(C)[C@H]2C[C@H]3c4[nH]c5ccccc5c4CCN3C[C@H]2[C@H](C)O)cc1 | 2% | . | . | -17% | . | 35 | .
Cc1cc(C)cc(C(=O)NC(CC(N)=O)c2ccc(NC3CCCCCCC3)c([N+](=O)[O-])c2)c1 (stereo not drawn) | 1% | -29% | 11% | -3% | -3% | -2 | -2%
O=C(CSc1nnnn1C1CCCCC1)NCCc1ccccc1 | 5% | -1% | 5% | -5% | 7% | -11 | 5%
Cc1ccc(C)c(S(=O)(=O)N2CCN(c3nc(CN4CCOCC4)nc4sc(C)c(C)c34)CC2)c1 | -23% | 210%[activator] | ? | -17% | ? | -13 | .
CCC(C)[C@H]1CNC(=O)C(=O)N1CCCc1cc(OC)c(OC)c(OC)c1 (stereo partly drawn) | 3% | -4% | 7% | 0% | -3% | 9 | 1%
CC(C)(C)OC(=O)N1CCC(c2c(C(=O)Nc3ccc4c(c3)OCO4)cnn2-c2ccccc2)CC1 | -1% | . | . | . | 4% | -9 | .
Cn1c2c(c(=O)[nH]c1=O)C(NC(=O)c1ccco1)(C(F)(F)F)C(=O)N2 (stereo not drawn) | 0% | -18% | 27% | 11% | -4% | -24 | 0%
O=S(=O)(N/N=C/c1ccc(F)cc1)c1ccccc1 | -10% | -17% | 18% | -6% | -3% | -10 | -1%
CCc1ccccc1OCC(=O)Nc1ccc2c(c1)OCCO2 | 0% | -24% | -15% | 0% | 1% | -34 | -7%
CC(=O)n1nc(-c2ccco2)nc1SCc1ccccc1 | -13% | -24% | -6% | -7% | -13% | . | -3%
CCN(CC)S(=O)(=O)c1cccc(-c2nnc(SCC(=O)NCCC3=CCCCC3)n2N)c1 | -2% | 66%[activator] | -26% | -17% | ? | -24 | 8%
Cc1ccc(C)c(N2CCN(Cc3nnc(-c4ccc5c(c4)OCO5)o3)CC2)c1 | 1% | . | . | . | 17% | 20 | .
CCOC(=O)CSc1nnc(C)c(=O)[nH]1 | -25% | -8% | 22% | -6% | 2% | -22 | 0%
CCOc1ccc2nc(SCC(=O)NC3CCCCC3)[nH]c2c1 | -8% | -17% | 1% | -1% | 0% | ? | 0%
COc1ccc(OCC(=O)Nc2ccc3c(c2)nc(CCn2ccccc2=O)n3C)cc1 | 11% | 54% | -11% | 27% | 0% | ? | -10%
Cc1ccc2occ(CC(=O)N3CCN(c4cccc(Cl)c4)CC3)c2c1 | 2% | . | . | . | -4% | -71* | .
CCc1nnc(NC(=O)CSCc2cc(=O)n3nc(C)sc3n2)s1 | -17% | 52% | 10% | -4% | -1% | -21 | -11%
Cc1ccccc1OCC(=O)N/N=C/c1cn(Cc2ccccc2)c2ccccc12 | -2% | -30% | -7% | 22% | -17% | 22 | -2%
CC1CCCCC1NC(=O)CN1c2cccc3cccc(c23)S1(=O)=O (stereo not drawn) | -8% | -16% | -24% | 13% | 6% | -15 | .
COc1ccc(CCNc2nc(-c3sc(C)nc3C)cs2)cc1OC | 8% | 141%[activator] | 13µM* | ? | ? | -29 | -2%
Cc1cc(NC(=O)c2ccc(Cl)cc2)n(CCOC(=O)c2ccc(Cl)cc2)n1 | -2% | 76%[activator] | -7% | -10% | -4% | 29 | 3%
O=C1CC(c2ccccc2)NC(=S)N1 (stereo not drawn) | 4% | . | . | -6% | . | 2 | .
O=C(CCN1C(=O)/C(=C/c2ccccc2Cl)SC1=S)N1CCCC1 | 8% | 5% | ? | -13% | -21% | -21 | 5%
Cc1ccc(NC(=O)c2ccc(S(=O)(=O)N3CCCCC3)cc2)cc1 | 2% | -30% | 5% | 2% | -5% | 69 | 1%
COc1ccc(OCC(=O)OCC(=O)NC2CC2)cc1 | 4% | -14% | 20% | 10% | -3% | 8 | .
CCOC(=O)c1cc(-c2ccc(OC)cc2)nc2c1c(C)nn2CCC(N)=S | -11% | 83%[activator] | ? | 37%[activator] | 1% | -31 | -4%
COC(=O)[C@]1(C)N[C@H](CN(C)C(=O)c2ccc(F)cc2)[C@@H]2C(=O)N(Cc3ccccc3)C(=O)[C@@H]21 | 0% | 4% | -4% | -3% | . | 1 | .
Cc1ccc(C(=O)OCC(=O)N2CCC(Cc3ccccc3)CC2)cc1N | 13% | -14% | -3% | -10% | -6% | 28 | 2%
N#Cc1c(N2C(=O)Nc3ccccc3N2O)sc2c1CCCCCC2 | -12% | -14% | 20% | -9% | -9% | 1 | 3%
CC1CCCN(S(=O)(=O)c2cc3c(cc2Cl)NC(=O)CO3)C1 (stereo not drawn) | 0% | . | . | . | 29% | 0 | .
CCOC(=O)C1CCN(C(=O)CSc2c3c(nc4ccccc24)CCC3)CC1 | -18% | 36% | -8% | -12% | ? | 0 | -2%
O=C(O)c1ccccc1C(=O)NNc1cccc(Cl)n1 | -1% | -29% | 18% | 16% | 1% | 11 | -5%
Cc1cccc(C(=O)N2CCCCCC2)c1[N+](=O)[O-] | 1% | -3% | 8% | -8% | 2% | 26 | -4%
CCCOc1ccc(C(C)=O)cc1Cc1c(O)[nH]c(=S)[nH]c1=O | ? | -34% | 27% | 5% | 4% | -2 | -1%
CC(=O)Oc1ccc(Cn2c(C)c(C(=O)NCc3ccccc3C(F)(F)F)sc2=O)cc1 | 2% | . | . | -10% | . | 12 | .
CCOC(=O)CSC1=NC(=O)/C(=C/c2ccc(Br)cc2)S1 | 15% | -34% | 6% | -6% | -1% | -29 | -6%
O=C(CCC(=O)N1C[C@H]2C[C@@H](C1)c1cccc(=O)n1C2)NCc1cccc(C(F)(F)F)c1 | 0% | 12% | 14% | 6% | -8% | -7 | -2%
Cc1cc(OCC(=O)NCCCN2CCCC2=O)c2c(C)c(C)c(=O)oc2c1 | -3% | 19% | -22% | -5% | -10% | 32 | 0%
O=C(CN1C(=O)C2CC=CCC2C1=O)N1CCN(S(=O)(=O)c2ccccc2)CC1 (stereo not drawn) | -12% | -9% | 11% | 6% | . | -31 | .
CCC(Oc1ccccc1)C(=O)Nc1cc(C)on1 (stereo not drawn) | 6% | ? | -3% | -20% | -17% | 10 | -3%
COc1ccc(Cc2nnc(SCC(=O)Nc3ccccc3C#N)o2)cc1 | 0% | -25% | 15% | -8% | -1% | 6 | -12%
Cc1noc(C)c1C(=O)OC(C)C(=O)Nc1ccc2c(c1)OCO2 (stereo not drawn) | -7% | -24% | 7% | -3% | . | 12 | .
COc1ccc(S(=O)(=O)N(C)c2ccc(C(=O)N3CCCC3)cc2)cc1 | -3% | 18% | -19% | 16% | 4% | 7 | -2%

# Some of these compounds in order of molar mass, highest first:
Structure | TbPYK inhibitor | AmpC inh no detg | HCV inhibitor | AMA1-RON2 inh | AmpC inh detg | HCMV antiviral | LmPK inhibitor
Cc1cc(OCC(=O)NCCCN2CCCC2=O)c2c(C)c(C)c(=O)oc2c1 | -3% | 19% | -22% | -5% | -10% | 32 | 0%
Cc1noc(C)c1C(=O)OC(C)C(=O)Nc1ccc2c(c1)OCO2 (stereo not drawn) | -7% | -24% | 7% | -3% | . | 12 | .
CCC(Oc1ccccc1)C(=O)Nc1cc(C)on1 (stereo not drawn) | 6% | ? | -3% | -20% | -17% | 10 | -3%

# The results go on.
Structure | TbPYK inhibitor | AmpC inh no detg | HCV inhibitor | AMA1-RON2 inh | AmpC inh detg | HCMV antiviral | LmPK inhibitor
COc1ccccc1C(=O)NC(=S)Nc1ccc(N2CCOCC2)cc1 | -8% | . | . | -3% | . | -3 | .
CCNC(=O)C1(C)CCCN(Cc2ccc(-c3ccccc3)o2)C1 (stereo not drawn) | 0% | . | . | -16% | . | 36 | .
Cc1cc(C)c(S(=O)(=O)NC2CC2)c(C)c1 | 5% | -2% | 8% | -10% | -10% | 23 | -5%
O=C(COc1ccccc1)N1CCN(C/C=C/c2ccccc2)CC1 | 7% | 101%[activator] | ? | -8% | -6% | -7 | 4%
CCOC(=O)N1CCN(C2CCCN(C(=O)c3cccc(N(C)C)c3)C2)CC1 (stereo not drawn) | -2% | 10% | 3% | 7% | -5% | -25 | -6%
Cc1ccc(OCC(=O)c2cc(C)n(-c3cc(C)on3)c2C)c([N+](=O)[O-])n1 | -15% | -19% | ? | 4% | -2% | -23 | .
O=C(OCC1OC(n2cc(Br)c(=O)[nH]c2=O)C(Br)C1O)c1ccccc1 (stereo not drawn) | 0% | -22% | 8% | -1% | -3% | 41 | 2%
CCN1/C(=C/c2ccc3cc(C)ccc3[n+]2CC)Sc2cc(C)c(C)cc21 | -11% | -11% | 1.1µM* | -21% | 1% | -100* | -4%
COc1ccc(NC(=O)CSc2nc3ccccc3c(=O)n2CCCN2CCOCC2)c(OC)c1 | -9% | 165%[activator] | -2% | -2% | -6% | ? | 4%
CC1CN(C(=O)CCC(=O)N2CCN(c3ccccn3)CC2)c2ccccc2O1 (stereo not drawn) | -3% | 4% | 11% | -3% | -9% | 16 | -1%
COc1ccccc1-n1c(SCC(=O)Nc2ccc(Br)cc2)nc(O)cc1=O | 5% | -37% | 21% | -4% | 1% | -2 | 0%
N#CC(C#N)=C1C(=O)N(CCN2CCCCC2)c2ccccc21 | -7% | 53% | -8% | -11% | -6% | -21 | 4%
Cc1cccn2c(CN[C@@H]3CCCC[C@H]3c3ccccc3)c(C(=O)N3CCOCC3)nc12 | 4% | 24% | 21% | -11% | 3% | -24 | 5%
O=C(CN1C(=O)S/C(=C\C=C\c2ccccc2)C1=O)Nc1cccc(O)c1 | -5% | -51% | ? | 3%[2.32 µM] | -9% | -30 | 2%
